FXIa inh 1536: blocks human coagulation factor XIa protease activity; P03951; purified FXIa, Boc-Glu-Ala-Arg-AMC fluorogenic substrate; inhibition, % at 5 µM; hit rate 0.14% among 220,000;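 active means inhibition of at least 40%; inactive means inhibition below 40%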;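 further: fluorescence of freed AMC excited at 355 nm; 0% = enzyme without compound and 100% = no enzyme blank; many of its hits are not listed in these tables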
Target sequence (P03951 19-387 limits assumed): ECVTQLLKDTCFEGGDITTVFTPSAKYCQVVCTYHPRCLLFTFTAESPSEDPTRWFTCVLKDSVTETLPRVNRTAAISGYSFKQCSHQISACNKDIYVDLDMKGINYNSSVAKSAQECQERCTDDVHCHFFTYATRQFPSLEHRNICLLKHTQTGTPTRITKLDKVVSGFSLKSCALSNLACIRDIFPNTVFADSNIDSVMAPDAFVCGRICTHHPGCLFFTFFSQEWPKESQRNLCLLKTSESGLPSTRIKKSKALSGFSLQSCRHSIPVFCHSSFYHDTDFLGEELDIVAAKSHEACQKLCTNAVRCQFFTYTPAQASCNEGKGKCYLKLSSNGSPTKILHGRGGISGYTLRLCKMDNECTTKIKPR
Target sequence (P03951 388-625 limits assumed): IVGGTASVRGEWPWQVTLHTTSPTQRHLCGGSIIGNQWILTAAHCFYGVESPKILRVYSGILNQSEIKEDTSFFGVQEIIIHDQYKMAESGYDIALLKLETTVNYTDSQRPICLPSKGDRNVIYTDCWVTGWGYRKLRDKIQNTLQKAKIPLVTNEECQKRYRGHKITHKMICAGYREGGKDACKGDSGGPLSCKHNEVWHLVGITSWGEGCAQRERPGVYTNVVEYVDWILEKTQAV
TNF death inh: inhibitors of TNF-alpha induced necroptosis in Jurkat FADD-/- cells; Jurkat FADD-/- TNF necroptosis rescue, ATP luminescence, 24 h; 0 = TNF only, 100 = no-TNF cells; activation (protection from cell death), % at 10 µM; hit rate 0.068% among 220,000; AID 463075;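 active means activation, meaning protection from cell death, of at least 50% relative to plate controls; inactive means activation below 50%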;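 further: necroptosis triggered by 40 ng/mL TNF-alpha added together with compound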
FXIIa inh: inhibitors of human coagulation factor XIIa; inhibition, % at 5 µM; P00748; hit rate 0.3% among 220,000; purified FXIIa, Boc-QGR-AMC fluorogenic substrate, 2 h; in the data active means inhibition above about 40%;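 further: 0% = enzyme with no compound and 100% = blank without enzyme; many of its hits are not listed in these tables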
Thrombin inh: inhibitors of human thrombin | P00734 | AID 1046 | inhibition, % at 5 µM | alpha-thrombin, Boc-VPR-AMC fluorogenic substrate cleavage | hit rate 0.26% among 220,000;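 active means inhibition at or above 40%; inactive means inhibition below 40%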;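 further: 0% = enzyme with no compound and 100% = wells without enzyme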
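Material: human alpha-thrombin protein. Incubation: reaction at ambient temperature. Technique: fluorescence of released AMC, ex 355 nm, em 460 nm. Control set: no-compound enzyme wells and no-enzyme blanks. Also added: Boc-VPR-AMC substrate, 15 µM final. Buffer or medium: pH 7.5 Tris (50 mM) with NaCl 150 mM, Tween 20 0.05%.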
KCC2 mod: modulates chloride dependent transport by human KCC2; AID 1456; hit rate 2.2% among 190,000; KCC2 cells, thallium flux FluoZin-2 fluorescence; B-score of Tl+ flux slope (higher = more flux/activation; lower = inhibition) at 10 µM; Q9H2X9;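 active means thallium flux slope and its plate-corrected score both differing from the plate sample mean at a set confidence after two filtering rounds, in either direction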;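 further: slope of fluorescence scaled to starting intensity during 10 to 20 s after thallium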
KLK5 inh: blocks human kallikrein 5 protease activity. Q9Y337. recombinant hK5, fluorogenic AMC substrate cleavage. inhibition, % at 5 µM. hit rate 0.59% among 210,000;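 active means inhibition of 40% or more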;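 further: 0% = enzyme controls without compound and 100% = no-enzyme blanks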
zVAD death inh: blocks zVAD induced death of L929 cells | L929 zVAD necroptosis rescue, ATP luminescence, 24 h; with zVAD 60 µM | viability rescue, % at 10 µM | hit rate 0.38% among 220,000 | AID 1377;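 active means activation, scaled between plate controls, above about 75%, limit read from the data; inactive means activation under that limit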;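 further: 0% = zVAD with DMSO and 100% = DMSO alone without zVAD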
Hck-Nef inh: blocks Nef-activated human Hck kinase | P08631 | Recombinant Hck-YEEI plus Nef, Z-Lyte FRET kinase assay | inhibition, % at 20 µM | hit rate 0.68% among 220,000 | AID 463187;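 active means Hck-Nef kinase inhibition above about 50%, limit read from the data; inactive means inhibition below that limit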;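 further: 0% = DMSO with Hck plus Nef and 100% = Hck alone without Nef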
Rad51 HR inh: blocks human Rad51 in homologous recombination; hRad51 DNA strand exchange, fluorescence dequenching; Q06609; hit rate 0.085% among 200,000; inhibition, % at 10 µM; AID 1385;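 active means inhibition above 40% at the single screening dose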;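 further: 0% = DMSO control wells and 100% = blanks with heterologous ssDNA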
Target sequence (Q06609 whole entry, looked up): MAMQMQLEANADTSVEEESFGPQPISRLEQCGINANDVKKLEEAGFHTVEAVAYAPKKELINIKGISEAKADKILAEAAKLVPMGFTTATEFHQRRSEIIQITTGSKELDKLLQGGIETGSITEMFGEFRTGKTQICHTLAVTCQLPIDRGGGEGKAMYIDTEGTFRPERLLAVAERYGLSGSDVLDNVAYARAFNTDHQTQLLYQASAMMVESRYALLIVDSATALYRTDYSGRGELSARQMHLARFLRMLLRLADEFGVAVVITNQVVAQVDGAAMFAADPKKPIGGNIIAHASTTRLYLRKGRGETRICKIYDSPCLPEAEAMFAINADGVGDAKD
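Test system: preformed human Rad51 ssDNA filaments. Compound dosing: single dose, 10 µM final compound. Incubation: filaments 15 min 37 °C, then compound 30 min. Technique: FRET fluorescence dequenching, excitation 485 nm, emission 520 nm. Read-out basis: percent inhibition from fluorescence, normalised to plate control and blank means. Benchmarks: plate controls and plate blanks.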
The depositor's hits bear a star; . = no result given. A portion of the library (hit frequency here may not be typical).

A first look (12 entries):
SMILES	FXIa inh 1536	TNF death inh	FXIIa inh	Thrombin inh	KCC2 mod	KLK5 inh	zVAD death inh	Hck-Nef inh	Rad51 HR inh
O=C(NCCN1CCN(c2ccccc2)CC1)c1cccn2c(=O)c3ccccc3nc12	0	-3.7	8	-6	-1.2	-7	1.7	3	4
Cn1cc(C(=O)NCc2ccccc2F)cn1	5	0.8	13	-4	0.63	-6	1.0	3	.
CSc1nc(O)c(Nc2cccc(Cl)c2)c(=O)[nH]1	2	0.6	12	2	0.14	0	0.1	26	-13
Clc1ccccc1-c1nc2ccccc2[nH]1	4	-1.4	9	-2	0.34	-1	1.6	17	12
COc1cnn(-c2ccc(C)cc2)c(=O)c1Br	-5	-0.8	3	-2	-1.3	-9	-0.8	12	17
CC(C)C(OC(=O)/C=C/c1ccc2c(c1)OCO2)C(=O)NC(N)=O (stereo not drawn)	-5	1.2	0	-6	0.35	-1	2.2	-34	0
COCCNc1nc2nonc2nc1N(C)Cc1ccc(C)cc1	0	0.6	8	-1	-2.2	.	-0.7	10	.
CN(C)c1ccc(C=NCCC2(c3ccccc3)CCOC(C)(C)C2)cc1 (stereo not drawn)	-1	1.1	4	-3	0.16	-1	-0.8	5	13
Cc1ccc(-c2c(C)n([O-])c3c([n+]2=O)CCCCC3)cc1	6	0.6	6	-4	-0.14	-11	-0.6	5	.
NC1=NC(=O)CC(C(=O)Nc2cccc3ccccc23)S1 (stereo not drawn)	-1	0.0	-6	-14	0.0024	-4	2.5	28	0
CC(=O)N(Cc1cccnc1)c1cccc(-c2nc3ccccc3s2)c1	-7	0.9	3	-7	.	-1	-0.3	19	5
COC(=O)c1ccc(S(=O)(=O)N(CCO)Cc2ccccc2)n1C	9	-0.1	8	2	0.08	9	-0.2	8	23

The listing (from the top)
SMILES	FXIa inh 1536	TNF death inh	FXIIa inh	Thrombin inh	KCC2 mod	KLK5 inh	zVAD death inh	Hck-Nef inh	Rad51 HR inh
O=C(NCCN1CCN(c2ccccc2)CC1)c1cccn2c(=O)c3ccccc3nc12	0	-3.7	8	-6	-1.2	-7	1.7	3	4
Cn1cc(C(=O)NCc2ccccc2F)cn1	5	0.8	13	-4	0.63	-6	1.0	3	.
CSc1nc(O)c(Nc2cccc(Cl)c2)c(=O)[nH]1	2	0.6	12	2	0.14	0	0.1	26	-13
Clc1ccccc1-c1nc2ccccc2[nH]1	4	-1.4	9	-2	0.34	-1	1.6	17	12
COc1cnn(-c2ccc(C)cc2)c(=O)c1Br	-5	-0.8	3	-2	-1.3	-9	-0.8	12	17
CC(C)C(OC(=O)/C=C/c1ccc2c(c1)OCO2)C(=O)NC(N)=O (stereo not drawn)	-5	1.2	0	-6	0.35	-1	2.2	-34	0
COCCNc1nc2nonc2nc1N(C)Cc1ccc(C)cc1	0	0.6	8	-1	-2.2	.	-0.7	10	.
CN(C)c1ccc(C=NCCC2(c3ccccc3)CCOC(C)(C)C2)cc1 (stereo not drawn)	-1	1.1	4	-3	0.16	-1	-0.8	5	13
Cc1ccc(-c2c(C)n([O-])c3c([n+]2=O)CCCCC3)cc1	6	0.6	6	-4	-0.14	-11	-0.6	5	.
NC1=NC(=O)CC(C(=O)Nc2cccc3ccccc23)S1 (stereo not drawn)	-1	0.0	-6	-14	0.0024	-4	2.5	28	0
CC(=O)N(Cc1cccnc1)c1cccc(-c2nc3ccccc3s2)c1	-7	0.9	3	-7	.	-1	-0.3	19	5
COC(=O)c1ccc(S(=O)(=O)N(CCO)Cc2ccccc2)n1C	9	-0.1	8	2	0.08	9	-0.2	8	23
CC(NC(=O)C1CCC(C(C)(C)C)CC1)C(c1ccccc1)N1CCOCC1 (stereo not drawn)	-2	1.3	5	-2	-0.04	-2	1.1	19	0
COc1ccc(CCN2C(=O)c3cccc4cccc(c34)C2=O)cc1OC	7	0.0	7	1	.	14	1.6	1	.
CCCOC(=O)c1c(N)sc2c1CCC2	5	-6.9	11	1	-0.046	-13	0.5	2	-10
Cc1cccc(CCN(CC(=O)NC(C)(C)C)C(=O)c2csnn2)c1	-2	-0.9	11	-9	0.63	-1	1.6	21	-2
CC1(c2nnc(Cc3ccccc3)o2)CC(c2cccc(Cl)c2)=NO1 (stereo not drawn)	2	5.5	6	-4	-0.45	2	-0.6	27	1
CN(C)c1ccc(NC(=O)c2ccc3nsnc3c2)cc1	5	-2.3	12	3	.	-13	0.6	0	9
Cc1csc(NC(=O)COc2ccc3c(C)cc(=O)oc3c2)n1	0	0.5	-8	-5	-0.063	-29	-0.6	1	0
COc1c(Cl)cccc1-c1cn2ccccc2n1	4	-5.4	10	3	0.48	4	0.0	22	10
Cc1ccc(SCc2cc(=O)[nH]c(/N=C(\N)Nc3ccccc3Sc3ccccc3)n2)cc1	1	0.8	4	-2	-0.44	5	0.0	-2	-4
CCc1ccc(C2CC(c3ccccc3)Nc3nc(N)nn32)cc1 (stereo not drawn)	10	-0.1	12	5	-1.3	9	0.1	-6	-3
CCOc1ccc(-c2csc3ncn(-c4ccc(OC)cc4)c(=O)c23)cc1	0	-7.7	8	-7	0.64	3	-2.4	19	-5
O=C(O)c1ccc(Cl)c(S(=O)(=O)N2CCCCCC2)c1	4	1.1	8	-6	-0.46	-2	1.8	-3	-11
Cc1cccc(C)c1NC(=O)COC(=O)c1c2c(nc3ccccc13)/C(=C\c1ccc3c(c1)OCO3)CCC2	6	3.9	11	-4	0.036	-15	33	0	-433
Cc1ccc(CN2CCN(/N=C/c3ccccc3)CC2)cc1	-4	2.1	1	-7	-0.93	0	0.2	17	9
Cc1c(C(=O)OCc2ccccc2)nnn1-c1nonc1N	5	16	12	-3	.	15	1.1	5	1
O=C(Cc1cccs1)N(Cc1cccs1)C1(C(=O)NC2CCCCC2)CCCCC1	-7	2.1	-5	-8	-0.1	-2	-0.2	-2	0
COc1ccc(NC(=O)C(CC(C)C)NC(=O)c2ccccc2C)cn1 (stereo not drawn)	-2	-2.6	10	1	0.11	-15	-0.1	1	-2
CC(=O)N1N=C(c2cccc([N+](=O)[O-])c2)OC1c1ccc(Br)cc1 (stereo not drawn)	0	0.4	5	-3	-0.73	2	-0.5	22	17
Cc1ccc(-n2nnc3c(=O)n(CC(=O)NCc4ccco4)cnc32)cc1	-5	-2.6	4	-8	-0.11	-8	0.4	2	0
COc1cc(/C=C/C(=O)Nc2ccc3nc4n(c(=O)c3c2)CCCC4)cc(OC)c1OC	3	0.3	9	1	-2.5	.	20	3	.
COc1ccc(CN=Cc2[nH]c3ccc(Br)c(Cl)c3c2O)cc1	-3	-15	16	-2	1.2	8	0.1	-1	.
Cn1c2ccccc2c2cnn(CC(=O)Nc3ccccc3Br)c(=O)c21	1	0.4	16	3	-1.4	13	-0.3	4	.
CCCCNC(=O)COC(=O)c1cc(C)nc2ccccc12	1	0.4	16	1	1	-2	0.2	-3	2
CCn1c(SCC(=O)Nc2cc(C)on2)nc2c(c1=O)SC(C)C2 (stereo not drawn)	-2	-1.2	5	0	-0.21	4	2.5	-10	-4
O=C(Nc1cccc(Cl)c1)c1cc(N=Nc2ccc([N+](=O)[O-])cc2Cl)ccc1O	1	-22	3	-5	11*	1	1.6	83*	10
COc1ccccc1N=c1c2c([N+](=O)[O-])cc([N+](=O)[O-])cc2n(O)n1-c1ccccc1OC	-3	-0.6	5	-7	0.66	-3	2.0	21	9
CN(C)S(=O)(=O)N1CCCC(C(=O)c2ccc(C(F)(F)F)cc2)C1 (stereo not drawn)	-6	2.3	4	2	-0.66	-3	21	11	-2
Cc1nc(N2CCN(C(=O)CCC(=O)O)CC2)c2c(C)c(C)sc2n1	4	1.9	8	-1	-1.2	-26	5.4	-2	1
COc1cc(C2NC(=O)NC(C)=C2C(=O)OCc2ccc(C)cc2)cc(OC)c1O (stereo not drawn)	-1	-2.0	-10	-18	0.036	-3	0.3	0	5
CC(Nc1nc(N2CCCCC2)nc2ccccc12)c1ccccc1 (stereo not drawn)	1	3.2	9	-6	-0.038	-2	-0.6	-12	2
COc1cccc(N(CC(=O)NCCSc2ccccc2)S(C)(=O)=O)c1	16	0.1	26	0	.	-33	0.2	5	4
Cc1ccc(NC(=O)CCC(=O)n2nc(C)cc2C)c(C)c1	-5	-0.7	7	0	0.84	-2	0.1	1	-5
C/C(=N/NC(=O)CNS(=O)(=O)c1ccc(C)cc1)c1cccc([N+](=O)[O-])c1	-2	1.1	-1	.	0.24	-7	-0.1	10	4
CCCOc1ccc(S(=O)(=O)N2C(=O)CC(=O)N(Cc3ccc(OCC)cc3)C2=O)cc1	1	0.3	13	1	-0.73	-3	0.3	20	-148
Cc1onc(-c2ccccc2Cl)c1C(=O)N1CCN(c2ccccc2)CC1	3	-2.2	17	3	.	-5	-0.4	0	0
Cc1cccc(NC(=O)c2sc(Cl)nc2-c2ccccc2)c1	2	-3.5	1	-3	0.29	-17	1.2	3	-2
O=c1c2cc(Cl)ccc2nc(-c2ccc([N+](=O)[O-])cc2)n1O	-7	0.3	-2	-1	49*	-5	1.6	-7	25
COc1ccc(NC(=O)CSc2nnc(-c3ccccc3)n2N)cc1	-1	0.6	-7	1	-1.2	-18	-0.4	9	-1
Cc1ccc(/C=C/c2nnc(-c3cccc(C)c3)o2)cc1	3	-1.5	14	-1	.	7	-0.3	1	-4
Cc1nc2nc(-c3ccc(Cl)cc3)[nH]n2c(=O)c1C	12	-3.9	14	3	-0.1	-4	0.5	0	9
Cc1ccccc1NC(=O)C(=O)NCCc1ccccc1	5	2.4	11	1	0.4	-20	0.1	3	-3
CCN1CCN(Cc2ccc(NC(=O)c3ccc(C)c(NC(=O)N4CCNC4=O)c3)cc2C(F)(F)F)CC1	-5	-4.4	0	-9	1.1	-4	74	28	-2
Cc1ccc(NC(=O)CCOc2ccccc2)cc1S(=O)(=O)Nc1ccccc1Cl	0	2.3	8	-3	0.073	-13	.	6	10
COc1ncccc1C(=O)N1CCCC(C(=O)c2cc(F)ccc2F)C1 (stereo not drawn)	7	0.1	9	-10	0.088	.	0.1	-19	-9
CCOC(=O)N1CCN(C(=O)c2cc3c(ccc4ccccc43)oc2=O)CC1	16	-1.7	21	-1	-0.69	0	0.2	3	-1
COc1ccc(OCCNS(=O)(=O)Cc2ccccc2)cc1	2	-0.9	4	-8	-0.22	-3	0.5	2	-9
COCCCNCCOCCOc1ccc(Cl)cc1C(C)(C)C	11	5.3	12	-1	0.12	-22	1.3	6	4
Cc1cc2occ(CC(=O)OCC(=O)Nc3sc4c(c3C#N)CCC(C)C4)c2cc1C (stereo not drawn)	5	0.1	5	-3	0.33	-10	.	-6	.

Source: PubChem BioAssay (several laboratories)
